# Assay outcomes deposited in PubChem BioAssay by NCI.
# NCI-60 one-dose screen, 48 h, at 10 µM unless noted. Numbers give growth in % (100 = growth as untreated, 0 = no growth, -100 = all killed).
# OVCAR-5 – OVCAR-5 ovarian cancer | 82,000 compounds, 2.9% hits
# OVCAR-4 – OVCAR-4 ovarian cancer cells. 80,000 compounds, 3.7% hits
# IGROV1 – IGROV1 ovarian cancer | 79,000 compounds, 4.7% hits
# NCI-H226 – NCI-H226 lung cancer; 79,000 compounds, 3.5% hits
# NCI-H23 – NCI-H23 lung cancer; 80,000 compounds, 4% hits
# OVCAR-3 – OVCAR-3 ovarian cancer | 79,000 compounds, 7% hits | AID 1794787
# NCI/ADR-RES – NCI/ADR-RES ovarian cells | 81,000 compounds, 4.4% hits | AID 1794790
# SN12C – SN12C renal cancer cells; 81,000 compounds, 3.8% hits; AID 1794767
# SK-OV-3 – SK-OV-3 ovarian cancer cells; 80,000 compounds, 3.2% hits; AID 1794785
# * = called active by the depositor; x = not tested or not shown; & = joins results of further samples. How the source made its calls: active means growth percent below 10; inactive means the rest.
SMILES,OVCAR-5,OVCAR-4,IGROV1,NCI-H226,NCI-H23,OVCAR-3,NCI/ADR-RES,SN12C,SK-OV-3
Cc1cc2c(s1)CCCC1CC(=O)N(CCN3CCOCC3)N=C21 (stereo not given),104,96,109,110,102,123,103,105,96
C1CC2C(CCCC23OCCO3)C2(C1)OCCO2 (stereo not given),99,110,118,104,116,122,115,103,109
Clc1cc2c(c(CSc3nc4ccccc4n4cccc34)c1)OCOC2,87,4.0*,x,134,78,72,89,81,75
CN(C)c1cccc2c(S(=O)(=O)Nc3cccc(-c4csc(NC(=O)CCCCCN5CCN(CCO)CC5)n4)c3)cccc12,89,92,86,91,81,x,103,80,107
CCOC(=O)N1CCc2c(sc3nc(N)n(N)c(=O)c23)C1,103,113,92,80,98,103,100,99,83
CCOC(=O)Nc1c(Cl)[nH]c(=O)n(C)c1=O,105,103,117,102,106,118,115,99,103
FC(F)(F)c1cccc(-c2ccc(-c3nn4c(-c5ccccc5)nnc4s3)o2)c1,93,99,95,102,x,x,92,91,94
CCc1sc(N(C(C)=O)c2ccc(Br)cc2)nc1OC(C)=O,107,100,106,96,97,102,104,96,104
COc1cc2oc(-c3cccc(NC(=O)c4cc(NC(=O)[C@H](C)N)ccc4Cl)c3)cc(=O)c2c(OC)c1OC,106,86,97,86,92,x,89,91,120
O=C(NN(C(=O)c1ccccc1)c1cccs1)c1ccccc1,105,106,102,100,103,115,103,97,102
CCOc1ccccc1NC(=O)CC1Sc2ccccc2NC1=O (stereo not given),101,110,81,82,98,98,103,96,98
CC(=O)Oc1cc(C(=O)N[C@@H](Cc2ccccc2)C(O)C(=O)NCc2ccccc2)cc(OC(C)=O)c1OC(C)=O (stereo not given in full),109,105,118,116,107,107,106,93,86
CCCCC(c1ccccc1)C(C(=O)OCC)C(=O)OCC (stereo not given),89,103,34,99,100,116,99,108,98
Cc1nsc(N)n1,105,99,113,95,108,112,107,100,116
COc1ccc(-c2cn(-c3cccc(C(=O)/C=C/c4cccc(O)c4)c3)c(=O)[nH]2)cc1OC,108,92,116,100,103,111,111,104,111
COc1ccc(-n2c(SCc3nnc(NC(=O)c4ccc(Br)cc4)s3)nc3cc(OC)c(OC)cc3c2=O)cc1,95,94,102,74,92,x,79,91,108
CCOCc1ccccc1C(O)(c1ccccc1)c1ccccc1,91,91,91,82,86,98,90,99,103
O=C(/C=C/c1ccccc1)c1ccc(Nc2nc(Nc3ccc(F)cc3)nc(Nc3ccc(Cl)cc3)n2)cc1,102,91,91,96,84,80,77,100,103
c1ccc(C(CC2CCCCC2)c2ccc3ccccc3c2)cc1 (stereo not given),110,99,108,95,98,102,106,99,105
O=C1Nc2c3c(nn2N=Nc2ccccc21)CCCC3,87,103,67,90,106,120,48,97,100
Nc1nonc1-c1nc2ccccc2n1Cc1ccc(F)cc1,80,67,49,69,71,49,37,62,54
CC(=O)Nc1cc(Cl)ccc1C(=O)O,90,100,106,102,99,101,96,103,107
Cc1oc2nc[nH]c(=O)c2c1C(=O)/C=C/c1cccc2c1OCO2,99,105,103,102,96,105,99,97,107
CC(=O)c1cc(C(C)=O)c2ccccc2c1O,98,100,107,96,99,110,105,102,94
COc1cc(/C=C2\C(=O)Nc3ccccc32)ccc1OCc1ccc(Cl)cc1,101,99,102,97,93,106,100,103,111
C=CCc1cc(C)ccc1NC(C(N)=O)c1ccccc1 (stereo not given),97,93,x,100,93,111,104,94,103
Clc1ccc2c(c1)nnc1c3cccnc3[nH]c21,115,91,x,99,103,131,96,97,93
COc1ccc(NC(=O)CSc2nnc(-c3ccc(-c4nc5ccc(Cl)cc5[nH]4)cc3)o2)cc1OC,94,101,103,110,92,100,102,109,97
COc1cc2oc(-c3ccc(NC(=O)c4ccc(Br)cc4)cc3)cc(=O)c2c(OC)c1OC,98,100,102,101,106,104,100,104,112
COC(=O)C1C2CC3C(OC(=O)C31C)C2I (stereo not given),95,108,108,97,x,116,114,99,105
CC(C)C(=O)Nc1ccc(C(=O)NC(=S)Nc2ccc(C(=O)O)cc2)cc1,97,111,106,96,101,91,104,96,100
N#Cc1c(-c2ccc(F)cc2)cc(-c2ccncc2)[nH]c1=O,103,95,106,92,106,103,106,99,104
CC(C)C(C)(NS(=O)(=O)c1ccccc1)C(=O)O (stereo not given),96,102,109,101,97,98,99,x,103
Nc1nc(Cl)c2ncn(Cc3cc4c(cc3I)OCO4)c2n1,73,80,83,86,75,42,58,33,59
Cc1ccc2c(c1)C13C(=C2Br)CCCN1C(=O)c1ccccc13 (stereo not given),97,92,88,92,93,95,88,92,96
CCc1cc2c(c3ccc(C(=O)CBr)cc13)CCCC2,91,110,99,92,89,102,93,100,103
C=C(C)C(CCc1nc(N)nc(N)n1)(CCc1nc(N)nc(N)n1)C(C)=O,93,107,105,105,94,113,104,94,95
Cn1cc(-c2nc(-c3cn(C)c4c(Cl)nccc34)cs2)c2cc(F)ccc21,97,83,87,81,82,93,74,76,110
COc1ccc(/C=C(/C(=O)N2CCN(Cc3ccccc3)CC2)c2cc(OC)c(OC)c(OC)c2)cc1,116,118,98,100,101,101,103,100,97
C1=C\c2ccc(c(-c3nnc(Nc4ccccc4)o3)c2)/C=C\c2ccc/1cc2,102,89,93,91,91,84,92,83,140
COc1cc(O)c(C(C)=O)c(OC)c1O,91,91,110,105,97,101,100,99,118
CCOC(=O)c1cc(C(=O)OCC)n2c1ccc1c3ccccc3ccc12,108,80,99,80,101,91,96,108,88
CCCCCCCCCCCCCCCCNC(=S)N/N=C/c1ccc(Cl)c(Cl)c1,111,108,113,107,98,105,106,116,118
COc1cc([C@H]2c3c(O)c(O)c4oc5ccccc5c(=O)c4c3[C@]3(OC)C=C(C)CC(C)(C)[C@H]23)c2c(=O)c3ccccc3oc2c1O,91,51,51,71,68,36,73,76,93
CN1CCN(Cc2ccc(NC(=O)c3cnc(F)c(C#Cc4cnc(N)c5ncccc45)c3)cc2C(F)(F)F)CC1,37,17,14,-14*,28,46,30,12,3.7*
COc1ccc(/C=C2\N=C3N(N/C(=N\N)N3c3ccccc3)C2=O)cc1,117,92,95,83,94,101,94,96,80
O=C(Nc1ccc(F)c(Cl)c1)Nc1ccc2oc(=O)ccc2c1,114,94,90,98,86,x,83,92,102
CC(C)c1ccc2c(N)c(C(=O)Nc3ccc(C(F)(F)F)cc3)sc2n1,99,53,94,71,47,100,65,88,91

# The list goes on; it opens with the two that closed the last part.
SMILES,OVCAR-5,OVCAR-4,IGROV1,NCI-H226,NCI-H23,OVCAR-3,NCI/ADR-RES,SN12C,SK-OV-3
O=C(Nc1ccc(F)c(Cl)c1)Nc1ccc2oc(=O)ccc2c1,114,94,90,98,86,x,83,92,102
CC(C)c1ccc2c(N)c(C(=O)Nc3ccc(C(F)(F)F)cc3)sc2n1,99,53,94,71,47,100,65,88,91
COc1ccc(-c2ccc(NNC(=O)c3ccc(F)cc3)nn2)cc1,100,97,92,96,99,116,97,94,113
COc1cc(C2=NN(C(C)=O)C(c3sc(Cl)nc3Cl)C2)cc(OC)c1OC (stereo not given),93,88,82,73,96,95,81,82,92
CS(=O)(=O)c1cccc(-c2ccc3ncc(-c4ccc(S(=O)(=O)CCCN)cc4)n3n2)c1,109,105,111,x,106,124,109,110,93
CNc1nc(SCc2ccc(F)cc2)ncc1C,99,112,106,98,102,106,108,113,117
Cc1nn(-c2ccccc2)c(N2CCCCC2)c1/C=N/N=c1\sc2ccccc2n1C,101,108,115,85,100,113,103,102,96
Nc1nc(=O)n([C@@H]2O[C@H](CO)[C@@H](O)C2(F)F)cc1F,98,96,71,102,90,70,32,91,52
Cc1nc2ccccc2c(/C=C/c2ccc(F)cc2)c1C(=O)c1ccccc1,98,88,80,84,89,96,79,77,93
C=CCN1C(=O)CN(Cc2ccc(C(=O)NO)cc2)C(=O)C1Cc1ccccc1 (stereo not given),97,89,100,x,99,106,102,99,x
CCOC(=O)Cc1c[nH]c(=S)[nH]c1=O,82,103,115,120,95,105,13,112,98
CC(=O)N(c1ccccc1C)c1ccccc1C,96,109,111,101,103,111,100,99,99
O=C(NC1C(O)OC(CO)C(O)C1O)NS(=O)(=O)c1ccc(F)cc1 (stereo not given),98,109,109,106,109,117,114,104,123
CCN1C(=S)N(c2ccccc2)C2C1NN=c1s/c(=C3\C(=O)N(C(C)C)c4ccccc43)c(=O)n12 (stereo not given),94,1.7*,71,67,75,84,64,55,104
CCOC(=O)c1cc2c(n1Cc1cc(OC)c(OC)c(OC)c1)-c1nc(N)sc1CCC2,98,65,51,73,63,21,21,89,29
C=CCN1C(=O)C(O)(CC(=O)c2cc3ccccc3oc2=O)c2ccccc21 (stereo not given),114,91,92,84,82,74,92,94,83
CC(C)(C(N)=O)N1CCN(c2ccccc2Cl)CC1,105,105,103,98,96,125,101,87,96
COc1cc(C)cc(-c2nn(CC(N)=O)cc2-c2ccnc(Oc3cc(OC)c(OC)c(OC)c3)n2)c1,99,97,115,87,99,106,98,95,118
O=C(O)C(Cc1ccc(OS(=O)(=O)Cc2ccccc2)cc1)NS(=O)(=O)Cc1ccccc1 (stereo not given),112&123,109&100,121&106,109&108,112&105,109&111,112&105,104&110,120&112
Nc1nc(NC2CCCC2)nc(Oc2ccc(Cl)cc2)n1,98,100,102,99,x,110,107,104,105

# Of the compounds above, 14 contain an aryl methoxy group:
SMILES,OVCAR-5,OVCAR-4,IGROV1,NCI-H226,NCI-H23,OVCAR-3,NCI/ADR-RES,SN12C,SK-OV-3
COc1cc2oc(-c3cccc(NC(=O)c4cc(NC(=O)[C@H](C)N)ccc4Cl)c3)cc(=O)c2c(OC)c1OC,106,86,97,86,92,x,89,91,120
COc1ccc(-c2cn(-c3cccc(C(=O)/C=C/c4cccc(O)c4)c3)c(=O)[nH]2)cc1OC,108,92,116,100,103,111,111,104,111
COc1ccc(-n2c(SCc3nnc(NC(=O)c4ccc(Br)cc4)s3)nc3cc(OC)c(OC)cc3c2=O)cc1,95,94,102,74,92,x,79,91,108
COc1cc(/C=C2\C(=O)Nc3ccccc32)ccc1OCc1ccc(Cl)cc1,101,99,102,97,93,106,100,103,111
COc1ccc(NC(=O)CSc2nnc(-c3ccc(-c4nc5ccc(Cl)cc5[nH]4)cc3)o2)cc1OC,94,101,103,110,92,100,102,109,97
COc1cc2oc(-c3ccc(NC(=O)c4ccc(Br)cc4)cc3)cc(=O)c2c(OC)c1OC,98,100,102,101,106,104,100,104,112
COc1ccc(/C=C(/C(=O)N2CCN(Cc3ccccc3)CC2)c2cc(OC)c(OC)c(OC)c2)cc1,116,118,98,100,101,101,103,100,97
COc1cc(O)c(C(C)=O)c(OC)c1O,91,91,110,105,97,101,100,99,118
COc1cc([C@H]2c3c(O)c(O)c4oc5ccccc5c(=O)c4c3[C@]3(OC)C=C(C)CC(C)(C)[C@H]23)c2c(=O)c3ccccc3oc2c1O,91,51,51,71,68,36,73,76,93
COc1ccc(/C=C2\N=C3N(N/C(=N\N)N3c3ccccc3)C2=O)cc1,117,92,95,83,94,101,94,96,80
COc1ccc(-c2ccc(NNC(=O)c3ccc(F)cc3)nn2)cc1,100,97,92,96,99,116,97,94,113
COc1cc(C2=NN(C(C)=O)C(c3sc(Cl)nc3Cl)C2)cc(OC)c1OC (stereo not given),93,88,82,73,96,95,81,82,92
CCOC(=O)c1cc2c(n1Cc1cc(OC)c(OC)c(OC)c1)-c1nc(N)sc1CCC2,98,65,51,73,63,21,21,89,29
COc1cc(C)cc(-c2nn(CC(N)=O)cc2-c2ccnc(Oc3cc(OC)c(OC)c(OC)c3)n2)c1,99,97,115,87,99,106,98,95,118

# Outcome played no part in choosing rows; 9.4% or so of the library scored in one or more.
